Exocytosis inh – lytic granule exocytosis inhibition. TALL-104 LAMP-1 surface exposure, flow cytometry; cells stimulated with thapsigargin and PMA. inhibition, % at 10 µM. hit rate 0.66% among 360,000. AID 651702;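 active means inhibition above about 55%, limit read from the data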
N-glyco inh – N-linked glycosylation inhibition; D54 ERlucT glycosylation luciferase reporter, 24 h; percent of 100 nM tunicamycin response; reporter increase, % at 12.5 µM; hit rate 0.23% among 360,000; AID 588692;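 active means mean luciferase reporter signal, scaled so untreated is 0 and the glycosylation-blocking control 100, at or above a set limit in every replicate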;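 further: luciferase carries N-glycosylation sites so blocking glycosylation raises the light; 0% = median of neutral control wells and 100% = median of 100 nM tunicamycin wells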
MC4R antagonist – antagonists of human melanocortin 4 receptor (MC4R). P32245. MC4R-expressing cells, MTII-stimulated cAMP, LANCE TR-FRET. inhibition, % at 6.5 µM. hit rate 0.48% among 360,000. AID 540295;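 active means inhibition above its plate's cutoff, the mean of tested wells on that plate plus 3 SD, cut at about 29% in these data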;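 further: 0% = Melanotan II alone and 100% = Melanotan II plus saturating MCL0020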
Target sequence (P32245 whole entry, looked up): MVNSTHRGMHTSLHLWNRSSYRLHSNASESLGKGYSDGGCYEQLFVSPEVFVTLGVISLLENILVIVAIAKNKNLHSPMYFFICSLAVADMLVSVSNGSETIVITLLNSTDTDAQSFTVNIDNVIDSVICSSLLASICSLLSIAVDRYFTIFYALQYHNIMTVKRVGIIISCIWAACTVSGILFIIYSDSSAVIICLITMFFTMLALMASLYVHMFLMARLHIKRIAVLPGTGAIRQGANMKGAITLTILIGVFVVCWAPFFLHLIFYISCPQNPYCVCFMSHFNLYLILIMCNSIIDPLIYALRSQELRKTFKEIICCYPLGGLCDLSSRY
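Assay system: U2OS-MC4R stable cell line; Also added: Melanotan II; Technique: Eu-cAMP/anti-cAMP TR-FRET, emission 671 nm; Times: 30-min compound, 1-h challenge, 1-h detection, room temperature.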
hiPSC survival – hiPSC single-cell survival enhancement; ATPlite luminescence; 100% = ROCK inhibitor wells, 0% = DMSO; survival enhancement, % at 20 µM; hit rate 0.044% among 360,000; AID 602274; in the data active means survival enhancement above about 18%;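 further: cells exposed to compounds for 16 hours before the ATP read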
ABCB6 inh MLPCN – blocks the human ABCB6 transporter; fluorescence ratio to DMSO, % at 10 µM; hit rate 0.19% among 360,000; Q9NP58; K562-ABCB6 porphyrin accumulation, flow cytometry, 1 h; hits give low values;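 active means fluorescence ratio to DMSO below 75%, the collection mean minus 3 SD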;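 further: signal is porphyrin accumulated inside mitochondria; 100% equals median channel fluorescence of DMSO control wells; lower ratio means ABCB6 inhibition with less porphyrin fluorescence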
Cardio protect – myocardial damage modulation in H9c2 cells; AID 588492; hit rate 0.63% among 360,000; H9c2 cardiomyocytes, H2O2 injury protection, ATPLite, 2 h; protection from H2O2 cell death, % at 20 µM;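 active means compounds giving at least 50% protection of heart cells from peroxide-induced death in the single-dose screen, raw or plate-pattern-corrected value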;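 further: 0% = DMSO wells with peroxide and 100% = DMSO wells without peroxide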
ABHD5-PLIN5 inh – inhibitors of human ABHD5-perilipin-5 interaction; Q00G26+Q8WTS1; Split G. princeps luciferase complementation, luminescence, 4 h; inhibition, % at 4 µM; hit rate 0.78% among 360,000; AID 602281;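 active means inhibition above the mean inhibition across every tested compound plus 3 SD, cut at about 22% in these data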;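 further: 0% = DMSO only wells and the 100% control is not disclosed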
aDG glyco up – alpha-DG glycosylation activation; Pro5-aDG cells, alpha-DG glycosylation AlphaScreen (IIH6); 0% Pro5, 100% B10-LARGE cell signal; activation, % at 10 µM; hit rate 0.22% among 360,000; AID 624168;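 active means activation of at least 8% versus controls, or a plate z-score of at least 8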;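 further: Pro5 are CHO cells carrying HIG-tagged alpha-DG that lacks glycosylation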
MC4R barr agon – activates human MC4R beta-arrestin recruitment; hit rate 0.98% among 360,000; U2OS MC4R beta-arrestin complementation, luminescence; percent of melanotan II response, DMSO zero; activation, % at 8.9 µM; AID 540308; P32245;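 active means activation above a per-plate cutoff, the mean activation of sample wells on that plate plus 3 SD, cut at about 8% in these data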
m5-HT2A agonist – activates the mouse 5-HT2A serotonin receptor. CHO-K1 mHTR2A beta-arrestin complementation, luminescence; percent of 30 µM serotonin response. P35363. hit rate 0.66% among 360,000. AID 624169. activation, % at 7.6 µM;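 active means activation above a run cutoff, the mean activation of all tested compounds plus 3 SD, cut at about 14% in these data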;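 further: 0% = plate median of compound wells and 100% = 30 µM serotonin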
Target sequence (P35363 whole entry, looked up): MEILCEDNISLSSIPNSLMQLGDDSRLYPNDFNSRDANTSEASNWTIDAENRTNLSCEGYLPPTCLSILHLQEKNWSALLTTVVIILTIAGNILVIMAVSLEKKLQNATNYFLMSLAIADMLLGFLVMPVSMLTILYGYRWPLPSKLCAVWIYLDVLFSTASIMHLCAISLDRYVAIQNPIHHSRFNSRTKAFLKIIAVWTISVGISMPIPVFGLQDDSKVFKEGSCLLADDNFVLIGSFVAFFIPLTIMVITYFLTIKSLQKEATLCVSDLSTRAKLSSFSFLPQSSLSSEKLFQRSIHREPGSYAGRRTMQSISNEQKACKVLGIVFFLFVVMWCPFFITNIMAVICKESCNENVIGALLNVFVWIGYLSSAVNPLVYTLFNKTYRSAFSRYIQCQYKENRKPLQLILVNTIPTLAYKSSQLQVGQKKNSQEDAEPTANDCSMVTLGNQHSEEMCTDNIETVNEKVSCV
An asterisk follows results filed as active; . = no result given; & = joins results of further samples.

Labels used below: A = Exocytosis inh; B = N-glyco inh; C = MC4R antagonist; D = hiPSC survival; E = ABCB6 inh MLPCN; F = Cardio protect; G = ABHD5-PLIN5 inh; H = aDG glyco up; I = MC4R barr agon; J = m5-HT2A agonist
CC(C)C[C@H]1CN([C@@H](CC(C)C)CN2CCC[C@@H]2CN2C(=O)C(=O)NC[C@@H]2Cc2ccccc2)C(=O)C(=O)N1CCc1ccccc1
  A: -3 | B: 0 | C: 11 | D: 0.7 | E: 96 | F: 8 | G: 10 | H: 0.1 | I: 0.3 | J: 1
CCCCNc1c(-c2ccc(SC3CCCCC3)c(OC)c2)nc2ccc(C)cn12
  A: -6&24 | B: -6 | C: 21 | D: -3.4&-1.7 | E: 99&104 | F: -10 | G: -19&-5 | H: 1.5&0.3 | I: -1.7 | J: -2&-1
COc1ccccc1OCCOCCOc1ccc(C)cc1[N+](=O)[O-]
  A: -4 | B: 3 | C: 1 | D: -1.2 | E: 90 | F: -2 | G: 4 | H: -0.1 | I: -1.6 | J: -5
CCC(=O)N1CCC1(C)C(=O)Nc1ncc(C)s1 (stereo not drawn)
  A: -1 | B: 2 | C: 4 | D: 3.4 | E: 95 | F: 0 | G: -1 | H: 0.1 | I: -1.4 | J: 4
CC(NC(=O)COC(=O)Cn1cc(C(F)(F)F)ccc1=O)c1ccccc1 (stereo not drawn)
  A: -1 | B: 1 | C: 12 | D: -1.7 | E: 91 | F: -1 | G: -6 | H: -0.1 | I: -1.0 | J: -1
O=C(Nc1ccccc1)OCCNC1CCCCC1
  A: -24 | B: -1 | C: -2 | D: -1.3 | E: 88 | F: 1 | G: -1 | H: 0.2 | I: -2.1 | J: -3
Cc1ccc(CSc2ncccc2C(=O)O)cc1
  A: 0 | B: 0 | C: 1 | D: 0.4 | E: 105 | F: -6 | G: 7 | H: 4.0 | I: -2.4 | J: -1
Cc1onc(-c2ccccc2)c1C(=O)Nc1ccc2c(c1)OCO2
  A: 0 | B: 1 | C: 1 | D: 1.7 | E: 97 | F: 2 | G: 1 | H: -0.1 | I: 0.2 | J: 4
CC(=O)Cc1c(C(=O)O)c(C)nn1-c1ccccc1
  A: -2 | B: 2 | C: -7 | D: 3.0 | E: 93 | F: 5 | G: 2 | H: -0.3 | I: -1.6 | J: 2
O=C(O)c1nn(CCOc2ccccc2F)c(=O)c2ccccc12
  A: 20 | B: 5 | C: 1 | D: -0.5 | E: 85 | F: 54* | G: 9 | H: -0.1 | I: -0.3 | J: -3
O=C(CSc1nnc(NC(=O)Cc2ccccc2)s1)NCc1ccco1
  A: -3 | B: 1 | C: -7 | D: -0.3 | E: 92 | F: -3 | G: -1 | H: 0.2 | I: -2.4 | J: -1
COC(=O)COc1cc(C)cc2oc(=O)c(CC(=O)OC)c(C)c12
  A: 1 | B: 1 | C: 0 | D: -0.4 | E: 113 | F: 8 | G: 6 | H: -0.1 | I: -1.3 | J: 2
Cc1ccc(C(=O)N(CCc2ccccc2)Cc2ccccc2)cc1S(=O)(=O)N1CCCCC1
  A: 13 | B: -6 | C: 9 | D: 0.1 | E: 96 | F: -7 | G: -5 | H: 1.0 | I: -4.2 | J: -1
Cn1c(N)c(S(=O)(=O)NCc2ccc(Cl)cc2)c(=O)n(C)c1=O
  A: -7 | B: 0 | C: 6 | D: 0.5 | E: 104 | F: 0 | G: -3 | H: 0.1 | I: -1.3 | J: -3
CCOC(=O)C1CCCN(CCC(=O)Nc2ccc(C)cc2)C1 (stereo not drawn)
  A: -2 | B: . | C: -3 | D: -1.7 | E: 97 | F: 4 | G: -1 | H: -0.2 | I: -1.5 | J: -4
CCOc1ccc(N(C(=O)C2CCCO2)C2C=CS(=O)(=O)C2)cc1 (stereo not drawn)
  A: -1 | B: -1 | C: -3 | D: 0.3 | E: 97 | F: 9 | G: -2 | H: -0.1 | I: -0.3 | J: 4
CCNC(=O)c1ccc(OCC(=O)Nc2ccc(F)cc2)c(OC)c1
  A: -4 | B: -2 | C: 7 | D: -0.4 | E: 95 | F: 7 | G: 0 | H: 0.4 | I: 1.9 | J: -8
CCO[C@H]1OC(C(=O)NC2CC2)=C[C@@H](C2CCCCC2)[C@@H]1CCCO
  A: 0 | B: -1 | C: 11 | D: 5.3 | E: 99 | F: -4 | G: -10 | H: 0.0 | I: 1.0 | J: 0
O=C(CSc1ncccn1)N/N=C/c1cccc([N+](=O)[O-])c1
  A: 8 | B: 0 | C: 5 | D: 3.6 | E: 95 | F: 14 | G: -4 | H: -0.2 | I: -2.2 | J: 0
C=CCSc1ccccc1C(=O)Nc1ncn[nH]1
  A: -3 | B: 2 | C: 1 | D: -0.7 | E: 98 | F: -9 | G: 1 | H: -0.2 | I: -1.1 | J: -2
CCCCCCC(=O)Nc1nc(C)c(-c2csc(Nc3cc(Cl)ccc3OC)n2)s1
  A: 0 | B: 4 | C: 10 | D: -0.2 | E: 111 | F: -5 | G: -12 | H: 0.0 | I: -0.4 | J: 2
COc1ccc(CNC(=O)CNC(=O)c2sc3ccccc3c2Cl)cc1OC
  A: 2 | B: -2 | C: 0 | D: -0.5 | E: 98 | F: -1 | G: 2 | H: 0.1 | I: -0.4 | J: 4
CCOC(=O)N1CCN=C1SCc1ccc(Cl)c(Cl)c1
  A: 3 | B: 2 | C: -2 | D: 0.7 | E: 89 | F: -4 | G: 9 | H: 0.0 | I: 1.7 | J: 5
CCN1CCc2c(sc(NC(=S)NC(=O)c3ccc(Cl)cc3)c2C(N)=O)C1
  A: -8 | B: -3 | C: 22 | D: -0.1 | E: 170 | F: 2 | G: 11 | H: 0.7 | I: 1.9 | J: -1
O=C(NCc1ccc2c(c1)OCO2)Nc1ccc(Cl)cc1
  A: -2 | B: 1 | C: -2 | D: -0.1 | E: 98 | F: -2 | G: -8 | H: -0.2 | I: 4.3 | J: -6

Quoted at random: 3 entries already listed
Labels used below: A = Exocytosis inh; B = N-glyco inh; C = MC4R antagonist; D = hiPSC survival; E = ABCB6 inh MLPCN; F = Cardio protect; G = ABHD5-PLIN5 inh; H = aDG glyco up; I = MC4R barr agon; J = m5-HT2A agonist
O=C(O)c1nn(CCOc2ccccc2F)c(=O)c2ccccc12
  A: 20 | B: 5 | C: 1 | D: -0.5 | E: 85 | F: 54* | G: 9 | H: -0.1 | I: -0.3 | J: -3
O=C(CSc1ncccn1)N/N=C/c1cccc([N+](=O)[O-])c1
  A: 8 | B: 0 | C: 5 | D: 3.6 | E: 95 | F: 14 | G: -4 | H: -0.2 | I: -2.2 | J: 0
Cn1c(N)c(S(=O)(=O)NCc2ccc(Cl)cc2)c(=O)n(C)c1=O
  A: -7 | B: 0 | C: 6 | D: 0.5 | E: 104 | F: 0 | G: -3 | H: 0.1 | I: -1.3 | J: -3

More compounds follow.
Labels used below: A = Exocytosis inh; B = N-glyco inh; C = MC4R antagonist; D = hiPSC survival; E = ABCB6 inh MLPCN; F = Cardio protect; G = ABHD5-PLIN5 inh; H = aDG glyco up; I = MC4R barr agon; J = m5-HT2A agonist
COc1ccc(OC)c(S(=O)(=O)Nc2cc3c4c(c2)CCC(=O)N4CCC3)c1
  A: -2 | B: 3 | C: 9 | D: -0.4 | E: 95 | F: 6 | G: -8 | H: 0.7 | I: -2.6 | J: -4
CCN(Cc1nc2ccccc2c(=O)[nH]1)C(=O)COc1ccccc1Cc1ccccc1
  A: 3 | B: 0 | C: 7 | D: -0.3 | E: 98 | F: -5 | G: 0 | H: 0.3 | I: 3.0 | J: 0
CCc1nc2c(OCC(=O)c3ccc(F)cc3)cccn2c1N(C)C(=O)c1cccs1
  A: -7 | B: 0 | C: -11 | D: 0.7 | E: 90 | F: 24 | G: 12 | H: -0.2 | I: 2.7 | J: -1
COc1ccc(C(=O)NNC(=O)C2CCCO2)cc1 (stereo not drawn)
  A: -4 | B: -1 | C: 1 | D: -0.1 | E: 112 | F: 11 | G: -5 | H: 0.0 | I: 0.0 | J: 0
COc1ccc2nc(SC(C(=O)c3ccccc3)c3ccccc3)nc(C)c2c1 (stereo not drawn)
  A: -2 | B: 0 | C: -10 | D: -0.8 | E: 96 | F: -4 | G: -3 | H: 0.0 | I: -0.9 | J: -3
COC(=O)CNc1nc(-c2ccncc2)nc2ccccc12
  A: -3 | B: 3 | C: 3 | D: 7.6 | E: 104 | F: 8 | G: -6 | H: -0.2 | I: 0.0 | J: 3
CC(=O)n1cc(CO)c2ccccc21
  A: 8 | B: 2 | C: 11 | D: -1.7 | E: 104 | F: -4 | G: -9 | H: -0.3 | I: 0.4 | J: -2
COc1ccc2cc3cc(C(=O)NCC4CCCO4)oc3nc2c1 (stereo not drawn)
  A: -2 | B: 3 | C: 9 | D: -1.0 | E: 90 | F: 8 | G: 0 | H: -0.1 | I: -1.8 | J: 2
C=CCNc1oc(-c2ccc(Cl)cc2)nc1C#N
  A: 2 | B: 12 | C: -5 | D: 2.0 | E: 93 | F: 52* | G: 0 | H: 0.2 | I: -0.2 | J: -3
CCOC(=O)N1CCN(C(=S)Nc2cccc(C)c2)CC1
  A: 1 | B: 2 | C: 14 | D: 0.2 | E: 94 | F: 6 | G: -5 | H: 0.0 | I: 0.5 | J: 4
O=C(Nc1ccc(Br)cc1)c1cnc[nH]1
  A: 1 | B: 3 | C: 10 | D: -0.5 | E: 101 | F: -8 | G: 8 | H: -0.1 | I: -2.4 | J: -1
COC(=O)c1nnn(CC(=O)Nc2ccc(C)c(F)c2)c1C(=O)OC
  A: 0 | B: 1 | C: 3 | D: 2.0 | E: 92 | F: 0 | G: 1 | H: -0.1 | I: -2.3 | J: -1
CC(=O)Nc1cccc(-c2ccnc3c2CC(C)(C(=O)NCc2ccc(N(C)C)cc2)O3)c1 (stereo not drawn)
  A: 18 | B: 24 | C: -17 | D: -1.7 | E: 97 | F: 4 | G: 0 | H: 0.0 | I: -1.0 | J: 1
Cc1nc2ccccc2c(C)c1C(=O)c1ccc(F)cc1
  A: -2 | B: -1 | C: 7 | D: -1.9 | E: 98 | F: 2 | G: 2 | H: 0.4 | I: -0.5 | J: -3
COc1cc2cc(Oc3ccc4ccc(=O)oc4c3)c(=O)oc2cc1O
  A: -2 | B: 3 | C: 9 | D: 5.3 | E: 104 | F: 5 | G: -2 | H: -0.3 | I: -1.8 | J: -2
CCCn1c(C(C)Nc2nc(-c3ccc(C)cc3)cs2)nc2ccccc21 (stereo not drawn)
  A: -3 | B: -1 | C: -1 | D: 1.9 | E: 96 | F: -1 | G: -8 | H: -0.2 | I: 2.0 | J: -2
Cc1nnc(NC(=O)CCSc2ccc(Cl)cc2)s1
  A: -12 | B: 3 | C: -3 | D: 3.9 | E: 97 | F: -4 | G: -1 | H: 0.3 | I: -0.6 | J: 4
CC(C)Oc1ccc(C(=O)NN2C(=O)NC3(CCCCC3)C2=O)cc1
  A: -5 | B: 0 | C: -3 | D: 0.2 | E: 91 | F: -3 | G: -7 | H: 0.4 | I: 1.1 | J: 0
Nc1cccc(S(=O)(=O)c2ccc(N)c(N)c2)c1
  A: 3 | B: 2 | C: 7 | D: -3.6 | E: 97 | F: 3 | G: 7 | H: 0.0 | I: -1.0 | J: -5
O=C(Nc1cccc(S(=O)(=O)N2CCCCC2)c1)c1cnccn1
  A: -2 | B: 2 | C: 5 | D: 1.3 | E: 98 | F: -2 | G: -1 | H: -0.2 | I: -1.7 | J: -4

Source: PubChem (several laboratories)
